TrxR1 substrate: is turned over as a substrate by rat TrxR1; purified TrxR1 substrate turnover, NADPH consumption readout; Potency, µM (series often up to 114 µM), for inactives: at the highest dose activity change, negative = substrate turnover; hit rate 0.01% among 390,000; note: % is set by controls: 0 for no effect and ±100 for the full control effect; nearly all actives have a fitted effect of over 50% in size
Target sequence (O89049 whole entry, looked up): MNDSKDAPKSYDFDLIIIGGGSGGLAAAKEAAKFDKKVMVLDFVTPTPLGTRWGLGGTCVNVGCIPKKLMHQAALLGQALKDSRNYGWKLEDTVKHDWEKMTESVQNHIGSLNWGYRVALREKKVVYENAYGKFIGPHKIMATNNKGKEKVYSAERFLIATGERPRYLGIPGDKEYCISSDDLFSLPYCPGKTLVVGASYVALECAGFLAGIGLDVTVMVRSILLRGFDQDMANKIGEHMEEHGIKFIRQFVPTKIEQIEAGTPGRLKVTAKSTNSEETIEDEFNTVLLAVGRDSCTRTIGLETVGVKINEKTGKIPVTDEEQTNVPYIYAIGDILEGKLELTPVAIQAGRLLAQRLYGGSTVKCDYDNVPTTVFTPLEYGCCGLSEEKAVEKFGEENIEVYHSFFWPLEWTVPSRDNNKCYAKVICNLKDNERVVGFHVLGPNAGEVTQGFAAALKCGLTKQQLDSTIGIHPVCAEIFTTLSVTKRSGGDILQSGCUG
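Rat TrxR1, dispensed at 90 nM, was prereduced with 400 uM NADPH (final) for 5 min at ~22 deg C, then incubated with compound 15 min before 400 uM selenite. A first-read NADPH fluorescence drop versus no-compound background flagged substrates.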
Vif-A3G inh: blocks the Vif interaction with human APOBEC3G; Q9HC16; HeLa A3G-eYFP + Vif (tagged APOBEC3G with the HIV-1 protein that degrades it), YFP fluorescence, overnight; Potency, µM (series often up to 46.1 µM), for inactives: top-dose activity, negative = active, actives largely listed as inhibitors; hit rate 0.076% among 410,000; AID 602310;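 note: % is set by controls: 0 for no effect and ±100 for the full control effect; nearly all actives have a fitted effect of over 60% in size; hits raise eYFP signal because A3G escapes Vif-driven loss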
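Read-out is eYFP fluorescence (Ex 488/Em 500-530) from Vif-expressing HeLa A3G-eYFP cells; more signal means A3G escaped Vif-mediated degradation. Cells plated overnight, compound pinned in, incubated overnight at 37 deg C.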
rTrxR1 inhibitor: rat TrxR1 inhibition; Potency, µM (doses to about 114 µM), without a hit: top-dose activity change, negative = inhibition, usual class: inhibitors; recombinant rTrxR1, NADPH fluorescence consumption, selenite substrate; hit rate 1% among 390,000; O89049; AID 588453; note: % is set by controls: 0 for no effect and ±100 for the full control effect; nearly all actives have a fitted effect of over 65% in size
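Rat TrxR1 (90 nM in the dispensed reagent) was pre-reduced with 400 uM NADPH for 5 min at room temperature, then incubated with compound for 15 min. After 400 uM selenite was added, NADPH fluorescence (Ex 340/Em 450 nm) was followed for 8 min.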
Vif-APOBEC3F blk: Vif-A3F binding inhibition | HeLa A3F-eYFP + Vif (tagged APOBEC3F with the HIV-1 protein that degrades it), YFP fluorescence increase | Potency, µM (series often up to 46.1 µM), inactives show at the top dose activity, negative = active | hit rate 0.2% among 390,000 | AID 602313; note: % of control where 0% means no effect; nearly all actives have a fitted effect of over 65% in size
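HeLa cells stably expressing Vif plus C-terminally eYFP-tagged A3F were seeded, incubated overnight at 37 deg C, dosed with compound, incubated overnight again at 37 deg C. Yellow fluorescence (Ex 488/Em 500-530) reported blocked Vif-mediated A3F-eYFP degradation.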
RXFP1 agonist: RXFP1 (human) receptor agonism; hit rate 0.3% among 370,000; HEK293T-RXFP1 cAMP TR-FRET, 30 min; response scale: percent of porcine relaxin response, buffer zero; Potency, µM (highest dose often 57.5 µM), for the others: at the highest dose activation, usual class: activators; note: % is set by controls: 0 for no effect and ±100 for the full control effect; nearly all actives have a fitted effect of over 60% in size; many of its hits are not listed in these tables
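Agonist response is measured as cAMP accumulation in an RXFP1-transfected HEK293T line under PDE4 inhibition. Values are scaled between buffer-only and 29 nM porcine relaxin, and EC50s come from standard Hill equation fits.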
12-LOX inh: ALOX12 (human) lipoxygenase inhibition; purified 12hLO, xylenol orange hydroperoxide absorbance; Potency, µM (series often up to 108 µM), for inactives: at the highest dose activity change, negative = inhibition, actives largely listed as inhibitors; hit rate 1.1% among 580,000; AID 1671190; note: % is set by controls: 0 for no effect and ±100 for the full control effect
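Purified human 12hLO at 150 nM in 25 mM Hepes, 0.01% Triton X-100, pH 7.0, preincubated 15 min at room temperature with compound. Reaction started with 40 uM arachidonic acid, 30 min at room temperature. Hydroperoxide measured by Fe-xylenol orange, 573/405 nm absorbance ratio.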
RGS4 inhibitor: blocks human RGS4-accelerated GTP hydrolysis; P49798; Transcreener GDP fluorescence polarization, RGS4-accelerated GTP hydrolysis; Potency, µM (doses to about 114 µM), inactives show at the highest dose activity change, negative = inhibition, actives largely listed as inhibitors; hit rate 0.039% among 390,000; note: % is set by controls: 0 for no effect and ±100 for the full control effect; nearly all actives have a fitted effect of over 75% in size; some results filed as inactive show a strong effect at the top dose
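MLSMR compounds (23 nl, pin-transferred) preincubated 10 min at room temperature with a 500nM (2x) first reagent, then RGS4 at 900nM (2x) plus Transcreener GDP mix added; fluorescence polarization (620/688 nm) read before and after 90 min at 30 °C.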
USP1 inh: inhibitors of human USP1/UAF1 deubiquitinase; hit rate 0.23% among 390,000; Potency, µM (top dose mostly 57.1 µM), for the others: at the top dose activity change, negative = inhibition, hits mostly inhibitors; AID 743255; O94782; recombinant USP1/UAF1, Ub-Rhodamine cleavage fluorescence; note: % is set by controls: 0 for no effect and ±100 for the full control effect; nearly all actives have a fitted effect of over 60% in size; inactives centre near -12
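Step one: compound is pinned into 1nM USP1/UAF1 in HEPES pH 7.8 buffer with TCEP. Step two: 15 min room-temperature incubation. Step three: Ub-Rho (150nM final) starts cleavage, tracked by fluorescence over six one-minute reads.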
mIDH1 inhibitor: inhibitors of human mutant IDH1 R132H | O75874 | IDH1-R132H enzyme, NADPH consumption, diaphorase/resazurin fluorescence | Potency, µM (series often up to 76.6 µM), inactives show at the highest dose activity change, negative = inhibition, usual class: inhibitors | AID 602179 | hit rate 0.093% among 390,000; note: % is set by controls: 0 for no effect and ±100 for the full control effect; nearly all actives have a fitted effect of over 65% in size
Target sequence (O75874 whole entry R132H, stated change not applied): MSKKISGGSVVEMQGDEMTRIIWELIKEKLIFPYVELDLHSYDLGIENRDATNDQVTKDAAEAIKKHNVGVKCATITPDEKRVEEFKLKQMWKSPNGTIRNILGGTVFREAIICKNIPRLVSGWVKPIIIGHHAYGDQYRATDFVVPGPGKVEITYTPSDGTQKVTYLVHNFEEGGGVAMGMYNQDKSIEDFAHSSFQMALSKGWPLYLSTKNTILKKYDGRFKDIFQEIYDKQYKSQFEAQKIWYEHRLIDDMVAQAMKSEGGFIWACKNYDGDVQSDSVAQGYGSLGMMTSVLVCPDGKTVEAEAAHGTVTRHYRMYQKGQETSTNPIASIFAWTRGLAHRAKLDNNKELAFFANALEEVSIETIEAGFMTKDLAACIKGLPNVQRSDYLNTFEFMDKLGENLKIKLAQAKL
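IDH1-R132H (0.5 ug/mL) preincubated 30 min with compound, then NADPH (0.016 mM) and alpha-KG (2 mM) added; 80 min at RT, pH 7.5. Remaining NADPH coupled via diaphorase/resazurin to fluorescence (540/590 nm); concentration-response curves normalized to no-enzyme control.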
* hit, by the source's call; ? = inconclusive; . = no result given; & = joins results of further samples; [ ] = another dose, or the depositor's remark. Calls come from the whole dose curve; as a rule, active = well fitted curve in the direction sought with a large enough effect; inconclusive = small, poorly fitted or top-dose-only effect, or another doubt; inactive = no such curve, though single readings can be large; an effect the other way counts as inactive or inconclusive. Potency is the fitted concentration of half-maximal effect. These rows are one share of the data (hit frequency here may not be typical).

SMILES | 12-LOX inh | rTrxR1 inhibitor | Vif-A3G inh | USP1 inh | TrxR1 substrate | Vif-APOBEC3F blk | mIDH1 inhibitor | RXFP1 agonist | RGS4 inhibitor
COc1ccc(N2CCN(C(c3ccccc3OC)c3nnnn3Cc3ccco3)CC2)cc1 (stereo not given) | ? | -8.1% | 0.6% | -2.5% | -8.6% | -4.1% | -0.5% | 0.0% | -36.7%
CCOC(=O)c1cnc2c(C)cc(C)cc2c1Nc1ccc(N2CCOCC2)cc1 | -21.5% | 12.4% | 6.2% | -5.5% | -1.1% | -3.0% | 4.6% | 1.1% | 9.2%
COc1ccccc1N1CCN(c2nccc(C)n2)CC1 | 14.3% | 13.6% | -9.7% | -26.6% | 6.3% | 14.5% | 2.9% | 1.5% | 0.0%
CCN1CCCC1CNC(=O)CN1C(=O)COc2ccc(C)cc21 (stereo not given) | ? | -4.4% | 6.3% | ? | 0.5% | 5.1% | 1.8% | 1.5% | -4.1%
C[C@H](CO)N1C[C@H](C)[C@@H](CN(C)C(=O)Nc2ccc(C(F)(F)F)cc2)Oc2ccc(NS(=O)(=O)c3cn(C)cn3)cc2C1=O | -10.4% | 8.8%[57.1 µM] | 4.1% | -7.9% | 6.4%[57.1 µM] | 3.2% | 11.4% | . | 17.2%
Cc1cccc(NC(=O)CSc2nc3ccccc3nc2N2CCOCC2)c1C | -13.6% | 25.0% | -5.2% | -24.1% | 6.3% | 1.7% | -17.0% | ? | -6.8%
CC(=O)c1c(C)nc(-c2ccccc2)nc1NC(=O)C(C)C | -2.7% | 9.4% | 1.1% | -23.2% | -2.0% | . | 5.0% | 0.4% | -3.1%
CC1Cc2ccccc2N1c1ncnc(N)c1[N+](=O)[O-] (stereo not given) | 0.0% | 4.6% | -1.4% | -10.1% | -1.1% | 6.8% | 15.1% | 0.2% | 13.6%[56.9 µM]
O=C(Nc1ccccc1OC(F)(F)F)c1ccc([N+](=O)[O-])cc1 | ? | 1.8% | -0.5% | -15.1% | -8.0% | 0.0% | -3.6% | 8.1% | 11.2%
CCOc1ccccc1NC(=O)CSc1nnc(-c2ccccc2Cl)n1Cc1ccco1 | 0.0% | 17.7%[57.1 µM] | 0.3% | 2.1% | 14.4%[57.1 µM] | -0.8% | 1.7% | 0.7% | 20.2%
Cc1ccc(-n2c(CCc3ccccc3)n[nH]c2=S)cc1C | 37.2%[activator] | -0.1%[57.1 µM] | 2.5% | -8.0% | -11.7% | -14.2% | 4.9% | 1.5% | -20.4%
Cc1ccc(C(=O)/C=C/NNC(=O)c2ccccc2O)cc1 | ? | -4.4% | -21.1% | -17.2% | -0.2% | 1.7% | 6.0% | -0.2% | -21.2%
CC(C)C1Oc2ccccc2N(CC(=O)N(Cc2ccccn2)CC2CCCO2)C1=O (stereo not given) | -14.6% | 18.9% | -8.2% | -2.3% | -0.3% | -20.2% | -0.2% | -1.9% | -4.6%
CCOC(=O)C1(Cc2ccc(O)cc2)NC(c2ccccc2F)C2C(=O)N(C)C(=O)C21 (stereo not given) | 0.0% | -11.0% | 1.4% | -14.7% | -1.9% | -2.9% | -0.3% | 0.4% | -18.0%
NC(Cc1ccccc1)C(=O)N1CCCCC1 (stereo not given) | 0.0% | ? | 3.2% | -16.5% | -16.2% | 4.9% | -7.4% | 1.3% | 14.6%[56.9 µM]
Cc1cc(=O)n2nc(N3CCCC(C(=O)NCCCN4CC(C)CC(C)C4)C3)sc2n1 (stereo not given) | -15.6% | 1.2% | 0.6% | -6.7% | -6.7% | -9.8% | 0.0% | 4.1% | 23.0%[56.9 µM]
COc1ccc(CCNC(=O)[C@H](CCSC)NC(=O)N2CCn3c2nc2ccccc23)cc1OC | 16.2% | -5.7% | 0.9% | -23.6% | -7.7% | -1.9% | 0.0% | 0.4% | -21.5%
Cc1ccc(C)n1NC(=O)c1ccc(O)cc1 | ? | 4.4% | -2.5% | 8.4% | 3.9% | 1.1% | -4.1% | -0.2% | -20.3%
CCOc1ccc(/C=C2/C(=N)N3OC(C)=CC3=NC2=O)cc1OC | -4.8% | -4.4% | 1.4% | -21.0% | -6.0% | -3.4% | 0.0% | 11.3% | -41.1%[11.4 µM]
O=C(Nc1ccccn1)C1CCCN(c2ncnc3c2nc2n3CCCCC2)C1 (stereo not given) | 7.8% | 0.0% | -6.6% | -19.4% | -0.7% | 11.3% | 0.0% | 4.4% | -8.4%
O=[N+]([O-])c1ccc(N=Nc2c(O)[nH]c3ccc(F)cc23)cc1 | -16.6% | -1.0% | -27.5% | -25.9% | -4.8% | ? | 0.6% | 6.3% | -13.5%
CCOC(=O)C1C(=O)CC(C)(O)C(C(=O)OCC)C1/C=C/c1ccccc1 (stereo not given) | 10.1% | -5.2% | -1.4% | -11.1% | -8.3% | -5.8% | 5.8% | 1.5% | 11.7%
Cn1c(=O)n(Cc2ccccc2F)c2ccccc21 | -7.4% | -6.0% | 0.0% | -18.4% | -3.4% | 4.8% | 4.7% | -0.4% | -18.8%[56.9 µM]
CCN(CC)CCCNC(=O)CSc1c2c(nc3cc(Cl)ccc13)CCCC2 | -12.8%&-16.0% | 0.3%[57.1 µM] | -13.0%&-26.6% | -16.4%&-14.5% | 5.6%[57.1 µM] | -3.5%&-3.5% | 15.0%&8.7% | 16.2%&12.3% | -7.3%&7.4%
Cc1ccccc1C(=O)Nc1ccnn1C1CCN(C(=O)c2cnsn2)CC1 | 2.3% | 9.5% | -8.8% | -7.4% | 2.4% | 2.9% | 0.0% | 0.6% | 5.0%
C[C@H](CO)N1C[C@H](C)[C@@H](CN(C)C(=O)Nc2ccccc2)Oc2c(NC(=O)NC3CCCCC3)cccc2C1=O | 0.8% | 3.4% | 1.6% | -20.0% | -5.9% | 1.5% | 9.5% | . | 2.4%
O=C1CSC(c2ccccn2)N1Cc1cn2ccccc2n1 (stereo not given) | 61.6%[activator] | -0.8%[57.1 µM] | 0.9% | -13.3% | -5.3%[57.1 µM] | 0.4% | 6.6% | 0.5% | -3.0%
COc1ccc(CC(=O)NCc2nc3cccnc3n2Cc2ccc(C)cc2)cc1 | -8.8% | 18.5%[57.1 µM] | -3.4% | -22.8% | 2.2%[57.1 µM] | -6.0% | -2.1% | 5.6% | -5.6%
CCCc1ccc(-c2c(C)sc(NC(=O)c3ccnn3C)c2C#N)cc1 | -1.1% | 3.6% | 8.8% | -3.8% | 6.1% | 1.6% | 0.2% | 0.6% | -21.6%[11.4 µM]
C/C(=N\NS(=O)(=O)c1ccc(C)cc1)c1ccc(Br)s1 | ? | 5.7% | -1.2% | -2.2% | -4.8% | 0.5% | 9.8% | 0.6% | -2.7%
CC(C)(CO)Nc1ccc([N+](=O)[O-])cc1[N+](=O)[O-] | 0.0% | 4.5% | 0.4% | -0.2% | -3.3% | 1.8% | 1.3% | 4.0% | 1.7%
Cc1cc(OCC(=O)NCCCN2CCCC2=O)c2c(C)c(C)c(=O)oc2c1 | 14.1%&1.1% | 32.8% | -1.6% | -27.0% | 152.3%[activator] | -37.3% | 0.0% | 6.4% | 24.9%
N#Cc1cc(Cl)c(N2CCOCC2)cc1C#N | -16.2% | 1.3% | 0.2% | -14.4% | -0.5% | . | 0.1% | 7.3% | -3.2%
CC1CN(S(=O)(=O)c2ccc(C(=O)Nc3ccc(S(=O)(=O)Nc4ncccn4)cc3)cc2)CC(C)O1 (stereo not given) | -20.7% | 5.2% | 0.3% | 0.7% | -2.6% | -12.9% | -6.0% | 0.3% | 14.2%
Cc1ccc(CNC(=O)c2cn(C3CCCCC3)c(=O)c3c2c2ccccc2n3C)o1 | -5.3% | 3.98µM* | -6.5% | -10.0% | 11.8% | 0.0% | -2.3% | 0.7% | ?
CCOc1ccccc1NC(=O)c1cc2ccc3cccnc3c2[nH]1 | -0.8% | 19.2% | -3.5% | -24.2% | 19.1% | -13.7% | 9.0% | 2.4% | -18.9%
Cc1cc(NC(=O)Cn2nc(C(=O)O)c3ccccc3c2=O)ccc1Br | -0.3% | 10.9%[57.1 µM] | 3.5% | -9.5% | -0.6%[57.1 µM] | -11.9% | 2.3% | 2.9% | ?
O=C(Nc1ccc(F)cc1)C(Sc1nnc2ccccn12)c1ccccc1 (stereo not given) | -1.7% | -7.0% | -14.2% | -18.0% | -5.0% | -9.3% | 7.1% | -0.1% | -13.8%

Sorted by heavy-atom count (falling): 3 of the compounds above.
SMILES | 12-LOX inh | rTrxR1 inhibitor | Vif-A3G inh | USP1 inh | TrxR1 substrate | Vif-APOBEC3F blk | mIDH1 inhibitor | RXFP1 agonist | RGS4 inhibitor
CC1CN(S(=O)(=O)c2ccc(C(=O)Nc3ccc(S(=O)(=O)Nc4ncccn4)cc3)cc2)CC(C)O1 (stereo not given) | -20.7% | 5.2% | 0.3% | 0.7% | -2.6% | -12.9% | -6.0% | 0.3% | 14.2%
Cc1ccc(CNC(=O)c2cn(C3CCCCC3)c(=O)c3c2c2ccccc2n3C)o1 | -5.3% | 3.98µM* | -6.5% | -10.0% | 11.8% | 0.0% | -2.3% | 0.7% | ?
N#Cc1cc(Cl)c(N2CCOCC2)cc1C#N | -16.2% | 1.3% | 0.2% | -14.4% | -0.5% | . | 0.1% | 7.3% | -3.2%

From PubChem BioAssay
